12-LOX inh = inhibitors of human 12S-lipoxygenase ALOX12; Potency, µM (series often up to 108 µM), inactives show at the highest dose activity change, negative = inhibition, most hits filed as inhibitors; AID 1671190; 1.1% of 580,000 active; purified 12hLO, xylenol orange hydroperoxide absorbance; note: potency is the fitted concentration of half-maximal effect; % is set by controls: 0 for no effect and ±100 for the full control effect
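Purified human 12hLO (150 nM final) in 25 mM Hepes, 0.01% Triton X-100, pH 7.0 was preincubated 15 min at room temperature with compound. Then 40 uM arachidonic acid was added, 30 min. Hydroperoxide was read by Fe-XO absorbance ratio 573/405 nm.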
ERG-DNA inh = blocks human ERG Ets domain binding to DNA | fluorescence polarization, His-ERG Ets domain / labelled DNA | Potency, µM (top dose mostly 76.9 µM), for inactives: at the top dose FP activity, negative = inhibition, actives largely listed as inhibitors | 0.028% of 370,000 active | AID 624246; active = well fitted inhibition curve with a large enough effect in the polarisation, with a control signal flat; inconclusive = small, poorly fitted or top-dose-only effect, or effect the other way, or a change in a side signal; inactive = no such curve, though single readings can be large or run the other way; the % refers to the polarisation;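 note: polarization taken with two DNA probes labelled with fluorescein and Texas red; potency is the fitted concentration of half-maximal effect; % of control where 0% means no effect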
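His-tagged ERG Ets domain (1 uM in the protein solution; 300mM KCl, 50mM Tris-HCl, 1mM EDTA, 1mM DTT, pH 7.5) received compound, then a probe mix of 5 nM fluorescein-DNA and 100nM Texas-615-DNA. Fluorescence polarization was read for both dyes.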
G9a inh = blocks human histone lysine methyltransferase G9a | G9a H3K9 monomethylation, AlphaScreen, 2 h | Q96KQ7 | 8.8% of 350,000 active | Potency, µM (doses to about 102 µM), for inactives: at the top dose activity, negative = inhibition, most hits filed as inhibitors; note: potency is the fitted concentration of half-maximal effect; % is set by controls: 0 for no effect and ±100 for the full control effect; nearly all actives have a fitted effect of over 75% in size
Target sequence (Q96KQ7 913-1193 limits assumed): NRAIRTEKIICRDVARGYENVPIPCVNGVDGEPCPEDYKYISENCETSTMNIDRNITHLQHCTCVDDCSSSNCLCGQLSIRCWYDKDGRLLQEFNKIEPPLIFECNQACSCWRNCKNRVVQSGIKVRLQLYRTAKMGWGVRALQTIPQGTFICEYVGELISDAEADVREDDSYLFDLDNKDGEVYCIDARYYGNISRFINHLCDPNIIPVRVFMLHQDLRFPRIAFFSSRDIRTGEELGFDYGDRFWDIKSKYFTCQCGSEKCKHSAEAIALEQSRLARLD
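Using a bead-based AlphaScreen, monomethylated H3K9 product from 2 h room-temperature reactions (G9a 20 nM, peptide 500 nM, SAM 20 uM) was detected with 0.5 ug/mL rabbit anti-H3K9me1 antibody.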
RGS4 inhibitor = human RGS4 inhibition; Transcreener GDP fluorescence polarization, RGS4-accelerated GTP hydrolysis; Potency, µM (titrated, usually from 114 µM), without a hit: at the top dose activity change, negative = inhibition, actives largely listed as inhibitors; 0.039% of 390,000 active; AID 504845; note: potency is the fitted concentration of half-maximal effect; % is set by controls: 0 for no effect and ±100 for the full control effect; nearly all actives have a fitted effect of over 75% in size; some results filed as inactive show a strong effect at the top dose
Target sequence (P49798 whole entry, looked up): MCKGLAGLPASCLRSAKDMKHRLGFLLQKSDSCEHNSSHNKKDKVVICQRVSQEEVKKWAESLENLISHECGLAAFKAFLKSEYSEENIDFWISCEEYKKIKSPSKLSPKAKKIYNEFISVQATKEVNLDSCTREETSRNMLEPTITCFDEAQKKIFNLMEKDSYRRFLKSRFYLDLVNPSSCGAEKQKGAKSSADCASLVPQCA
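MLSMR compounds (23 nl, pin-transferred) preincubated 10 min at room temperature with a 500nM (2x) first reagent, then RGS4 at 900nM (2x) plus Transcreener GDP mix added; fluorescence polarization (620/688 nm) read before and after 90 min at 30 °C.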
HP1b binding inh = blocks HP1-beta chromodomain binding to methylated histone tails; P83916; AlphaScreen HP1-beta / biotin-H3K9me3 peptide binding; Potency, µM (series often up to 114 µM), inactives show at the highest dose activity change, negative = inhibition, actives largely listed as inhibitors; 0.56% of 390,000 active; AID 540317; note: potency is the fitted concentration of half-maximal effect; nearly all actives have a fitted effect of over 70% in size; inactives centre near 23
Target sequence (P83916 whole entry, looked up): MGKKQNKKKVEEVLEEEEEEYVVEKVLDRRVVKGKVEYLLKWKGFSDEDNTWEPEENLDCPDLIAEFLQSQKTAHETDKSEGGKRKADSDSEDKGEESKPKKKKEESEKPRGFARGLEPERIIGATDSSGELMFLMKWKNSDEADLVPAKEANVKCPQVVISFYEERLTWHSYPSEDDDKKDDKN
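AlphaScreen: HP1-beta (50 nM) preformed 30 min with biotin-H3(1-18)K9me3 peptide (50 nM) in PBS pH 7.4, 0.01% Tween-20. Compound added for 30 min at RT, then streptavidin donor/nickel chelate acceptor beads (10 ug/mL) for 30 min.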
GLS inhibitor = blocks human kidney-isoform glutaminase activity; 0.21% of 410,000 active; Potency, µM (series often up to 45.5 µM), without a hit: at the top dose activity change, negative = inhibition, actives largely listed as inhibitors; GLS enzymatic activity, qHTS titration; note: potency is the fitted concentration of half-maximal effect; % is set by controls: 0 for no effect and ±100 for the full control effect
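Human kidney-isoform GLS in 45 mM KH2PO4 pH 8.2, 0.02% Tween-20, with compound, started with 1mM L-Glutamine (added stock). Glutamate oxidase/HRP/Amplex red coupled fluorescence read at start and after 30 min at RT.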
PI4K2A inh = inhibitors of human PI4K2A | Q9BTU6 | purified PI4K2A, ADP-Glo luminescence, 1 h; stronger effect = lower value | activity change, negative = inhibition, % at 76.9 µM | 0.13% of 420,000 active; in the data active = activity change below about -50%; inconclusive = mostly about -30% to -49%;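 note: -100% = wells without enzyme as full effect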
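ADP-Glo luminescence measured ADP generated by PI4K2A enzyme (4 ug/mL before mixing) with 1.2 mM PI substrate (pre-mix) and 300 microM ATP (pre-mix). Tris pH7.5 buffer with MgCl2, Triton X-100; 1 h reaction at ambient temperature.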
BAZ2B inh = blocks human BAZ2B. Q9UIF8. AlphaScreen BAZ2B-H3K14Ac peptide displacement. Potency, µM (doses to about 114 µM), without a hit: top-dose activity change, negative = inhibition, hits mostly inhibitors. 4.4% of 360,000 active; note: potency is the fitted concentration of half-maximal effect; % is set by controls: 0 for no effect and ±100 for the full control effect; nearly all actives have a fitted effect of over 60% in size
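Inhibition is scored as reduced AlphaScreen emission. The BAZ2B/b-H3(5-23)K14Ac complex (50 nM each) in PBS pH 7.4, 0.01% Tween-20 meets compound (up to 110 uM) for 30 min at RT before bead addition.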
JMJD2A Tudor inh = blocks the human JMJD2A Tudor domain; O75164; AlphaScreen JMJD2A-Tudor / H3K4me3 peptide binding; Potency, µM (series often up to 114 µM), inactives show at the highest dose activity change, negative = inhibition, hits mostly inhibitors; 4.4% of 390,000 active; note: potency is the fitted concentration of half-maximal effect; % is set by controls: 0 for no effect and ±100 for the full control effect; nearly all actives have a fitted effect of over 50% in size
* hit, by the source's call; ? = inconclusive; · = not tested or not shown; & = joins results of further samples; ! = repeats disagree; [ ] = another dose, or the depositor's remark. Unless noted, calls come from the whole dose curve; as a rule, active = well fitted curve in the direction sought with a large enough effect; inconclusive = small, poorly fitted or top-dose-only effect, or another doubt; inactive = no such curve, though single readings can be large; an effect the other way counts as inactive or inconclusive.

SMILES	12-LOX inh	ERG-DNA inh	G9a inh	RGS4 inhibitor	HP1b binding inh	GLS inhibitor	PI4K2A inh	BAZ2B inh	JMJD2A Tudor inh
O=C(NCc1ccc(F)cc1)C(C(=O)NCc1ccc(F)cc1)c1ncc(C(F)(F)F)cc1Cl	-14%	-5%	7%	36%	29%	3%	2	-14%	0%
CCN(CCNC(=O)C1CCN(Cc2nc(-c3cccc(Cl)c3)oc2C)CC1)c1ccccc1	-14%	-10%	?	3%	?	14%	1	40µM*	40µM*
CCC(C(=O)Nc1cccnc1Cl)c1ccccc1 (stereo not drawn)	18%	33%[activator]	22%[0.501 µM]	35%	27%	-5%	0	10%	-9%
Cc1ccc(NC(=O)Cn2c(=O)ccc3cc(S(=O)(=O)N4CCCC4)ccc32)cc1C	-16%	3%	16%[59 µM]	15%	17%[57 µM]	-8%	-2	1%	-21%
CC(C)(C)c1ccc(NC(=S)NCc2cccnc2)cc1	-3%	-11%	·	-19%	43%[activator]	4%	6	-10%	-6%
O=C(CSc1nc2ccccc2n1CCc1ccccc1)NC1CCS(=O)(=O)C1 (stereo not drawn)	321%[activator]	-5%	2µM*	-13%	42%[activator]	5%	4	-5%	-7%
O=C(CN1CCN(c2ccccc2F)CC1)NC(=O)NCc1ccco1	?	-8%	44%	-4%	11%	1%	-3	?	-33%
NC(=O)c1c(NC(=O)c2ccccc2)sc2c1CCC2	?	20%	-44%	-7%	68%[activator]	-6%	-3	?	-12%
O=S(=O)(NCc1ccccc1)NCc1ccc(Cl)cc1Cl	0%	-8%	7%	-42%	31%	-6%	-1	22%	17%
Cn1cnnc1SCC(=O)N1N=C(c2ccc(Cl)cc2)CC1c1ccco1 (stereo not drawn)	-3%	-1%	?	6%	18%	2%	-6	?	-22%
O=C(COC(=O)CCS(=O)(=O)c1ccc(Cl)cc1)NC1CCCCC1	0%	-1%	?	9%	16%	5%	-20	-6%	-6%
COc1ccccc1NC(=O)Nc1nc(CC(=O)N2CCN(c3ccc(F)cc3)CC2)cs1	-9%	8%	?	-3%	-13%	11%	11	-32%	?
N#CCC(=O)N/N=C/c1cn(Cc2cccc3ccccc23)c2ccccc12	0%	-5%	·	-9%	58%[activator]	-9%	4	20%	4%
O=C(Cn1cc(C(=O)c2ccco2)c2ccccc21)Nc1ccc(Br)cc1	?	0%	41%[activator][59 µM]	-9%	47%[activator]	1%	-1	28%	-18%
C=CCn1c2ccccc2c(=O)c2cc(C#Cc3cc(OC)cc(OC)c3)ccc21	?	5%	-2%[0.501 µM]	-27%	234%[activator]	1%	-3	69%[activator]	67%[activator]
O=C(NCC1CCCO1)C1CC(c2ccccc2Cl)=NO1 (stereo not drawn)	11%	1%	8%[2.33 µM]	-7%	24%	0%	5	0%	-1%
Cc1cc(O)cc(=O)n1C	4%	-1%	-3%	5%	36%	-2%	7	6%	-2%
O=C(Cc1ccccc1)NCc1cccnc1	62%[activator]	11%	-2%[59 µM]	-12%	42%[activator]	-5%	0	-31%	-7%
COc1ccc(CNCCCNCc2ccc(OC)c(OC)c2)cc1OC	?	-5%	·	6%	22%	-12%	1	·	-9%
COc1ccc(CCNC(=O)CN2C(=O)NC(CCSC)C2=O)cc1 (stereo not drawn)	38%[activator]	12%	2%	8%	35%	1%	5	-11%	-5%
CCOC(=O)c1c(-c2ccccc2)cn2ccccc12	20%	-2%	15%	?	33%	6%	-3	2%	-1%
Cc1cc(=O)n2nc(N3CCC(C(=O)NCc4ccccc4)CC3)sc2n1	10%&-12%	15%&1%	20%	-11%&4%	35%&43%	7%&-10%	-8&-8	-24%&1%	-11%&-6%
O=C(Nc1ccncc1)c1ccc(Cl)c(S(=O)(=O)N2CCc3ccccc32)c1	1%	-1%	?	5%	-17%	4%	1	50µM*	?
CCc1cc(=O)oc2c(C)c(OC(C)C(=O)NCCCN3CCOCC3)ccc12 (stereo not drawn)	-4%&17%	-8%	82%[activator]	2%	35%	-15%	-2	-2%	-10%
COc1ccc(C(=O)Nc2nnc(S(=O)(=O)N3CCC(C)CC3)s2)cc1OC	6%&-3%	6%&1%	13µM*!	-5%&8%	26%	22%&7%	-1&2	?	?

3 compounds out of the list above, sorted by the number in HP1b binding inh, falling.
SMILES	12-LOX inh	ERG-DNA inh	G9a inh	RGS4 inhibitor	HP1b binding inh	GLS inhibitor	PI4K2A inh	BAZ2B inh	JMJD2A Tudor inh
O=C(NCc1ccc(F)cc1)C(C(=O)NCc1ccc(F)cc1)c1ncc(C(F)(F)F)cc1Cl	-14%	-5%	7%	36%	29%	3%	2	-14%	0%
COc1ccc(CNCCCNCc2ccc(OC)c(OC)c2)cc1OC	?	-5%	·	6%	22%	-12%	1	·	-9%
O=C(CN1CCN(c2ccccc2F)CC1)NC(=O)NCc1ccco1	?	-8%	44%	-4%	11%	1%	-3	?	-33%

The list goes on.
SMILES	12-LOX inh	ERG-DNA inh	G9a inh	RGS4 inhibitor	HP1b binding inh	GLS inhibitor	PI4K2A inh	BAZ2B inh	JMJD2A Tudor inh
COc1ccc(CNc2oc(C)nc2C#N)cc1	0%	2%	5%[59 µM]	13%	21%	0%	1	6%	-20%
Cc1c(C(=O)NCCCN2CCOCC2)sc2ncnc(N3CCN(c4ccccc4)CC3)c12	-2%	2%	-27%[12.7 µM]	-20%	-5%	24%	5	-31%	-20%
COc1ccc(CNC(=O)COC(=O)CCC(=O)c2cccs2)cc1	-7%	0%	26%[59 µM]	18%	-1%	18%	-1	1%	-12%
CC(Oc1cccc(Cl)c1)C(=O)Nc1ccc(S(=O)(=O)NC2=NCCCCC2)cc1 (stereo not drawn)	?	13%	35µM*	9%	9%	20%	1	6%	-18%
CCOc1cc2c(cc1O)C(=NOC)CC1C2CCC2(C)C(O)CCC12 (stereo not drawn)	?	·	·	-23%	12%	16%	2	·	-16%
COc1ccc(N(CC(=O)N2CCN(Cc3ccc4c(c3)OCO4)CC2)S(C)(=O)=O)cc1OC	20%	-4%	11%[59 µM]	8%	24%	-1%	7	8%	3%
CCOC(=O)Cc1c(C)nc2c(-c3cccc(Br)c3)cnn2c1C	-17%	-11%	93%[activator][59 µM]	-33%	121%[activator]	-1%	1	67%[activator]	35%
CCCc1nc2c(o1)CC(CC(C)SCC)CC2=O (stereo not drawn)	2%	-8%	-2%	-1%	18%	-1%	-1	-8%	9%
COc1ccc(C(C(=O)NCC2CCCO2)N(C(=O)Cn2nnc3ccccc32)c2ccc(NC(C)=O)cc2)cc1OC (stereo not drawn)	?	14%	18%	-17%	21%	-8%	-3	-16%	-8%
CCCCN(C(=O)c1cccc(S(=O)(=O)N(C)c2ccc(C)cc2)c1)c1c(N)n(CC(C)C)c(=O)[nH]c1=O	14%	4%	·	-5%	18%	-7%	-4	·	-24%
O=C1C2C3C=CC(C4CC34)C2C(=O)N1/N=C/c1ccc(-c2cccc([N+](=O)[O-])c2)o1 (stereo not drawn)	0%	-17%	?	3%	-6%	-4%	-6	?	-34%
CC(C)Cn1c(=O)c2c(nc3n2CCCN3Cc2ccccc2)n(C)c1=O	·	-7%	?	-17%	2%	-11%	3	?	-24%
CCN(Cc1nc(-c2ccccc2)no1)C(=O)COc1cccc(OC)c1	-5%	-1%	45%[59 µM]	2%	12%	5%	1	-1%	8%
CC(=O)c1c(C)[nH]c(C(=O)NC2CCSc3ccccc32)c1C (stereo not drawn)	-12%	-2%	·	7%	-5%	2%	0	?	?
O=C(NCc1ccc2c(c1)OCO2)C1CCCN(C(=O)c2ccc(Cl)cc2)C1 (stereo not drawn)	-2%	-3%	12%[59 µM]	-33%	14%	11%	-1	11%	-2%
C/C(=N/NC(=O)CN1CCN(S(=O)(=O)c2ccc(Br)cc2)CC1)c1cccnc1	20%	-1%	-12%[59 µM]	-12%	40%[activator]	5%	0	9%	7%
NS(=O)(=O)c1cccc(NC(=O)c2ccc3nc[nH]c3c2)c1	-2%	10%	-14%	-18%	2%	81%[activator]	2	?	-16%
Cc1cc(-c2n[nH]c(=S)n2/N=C/c2ccc(Br)s2)n[nH]1	?	-6%	?	-37%	-25%	-14%	1	-37%	13µM*
CC(=O)c1ccc(-c2nnc(CCC(=O)N(C)Cc3c(C)nc4ccccn34)o2)s1	-4%	-2%	-29%	-22%	63%[activator]	-3%	-1	-6%	-14%
O=C(N/N=C\c1cn[nH]c1-c1ccccc1)c1cccnc1	17%	·	3%[59 µM]	-5%	24%	-5%	0	-5%	-8%
COC(=O)c1ccc(-n2nnnc2SCC(=O)Nc2ccccc2F)cc1	20%	6%	·	30%	30%	0%	-5	3%	-3%
COc1cccc(OC)c1OCCCCN1CCCC1	?	0%	?	-20%	?	7%	4	?	7.9µM*
OCCN(Cc1ccccc1)Cc1ccc(C(F)(F)F)cc1	?	10%	28µM*	3%	16µM*	14%	29	?	7.9µM*
CCSc1nc2sc3c(c2c2[n+]1CC(CBr)O2)CCCC3 (stereo not drawn)	?	2%	25µM*	0%	-24%	20%	-13	56µM*	56µM*
COc1ccc(-c2nc(SC(CC(=O)NCCO)c3cccs3)n[nH]2)cc1 (stereo not drawn)	0%	5%	45µM*	-20%	34%	-7%	-2	-7%	1%
COc1ccc(CCNC(=O)CSCc2ccc(Cl)cc2)cc1OC	-13%	-5%	-5%[59 µM]	3%	20%	0%	-1	2%	-8%
Cc1ccc(C(=O)N/C(=C\c2ccccc2)C(=O)NCCN2CCOCC2)cc1	0%	-2%	4%	-11%	33%	1%	-1	6%	4%

Assay outcomes (PubChem)

Only part of the results is shown, so the mix of outcomes need not match the whole.
